# UDG counterscr = counter-screen for AID inhibitors: uracil-DNA glycosylase inhibition; FRET deamination/UDG coupled assay, UDG read, 4 h; Potency, µM (titrated, usually from 115 µM), without a hit: at the top dose activity change, negative = inhibition, actives largely listed as inhibitors; actives 0.14% (n = 91,000); note: nearly all actives have a fitted effect of over 65% in size
# AID inhibitor = blocks human AID cytidine deaminase activity. AID deamination FRET fluorescence, UDG-coupled, 4 h. Potency, µM (top dose mostly 115 µM), inactives show at the highest dose activity change, negative = inhibition, most hits filed as inhibitors. actives 0.32% (n = 91,000). AID 1347428; note: nearly all actives have a fitted effect of over 25% in size
# Target sequence (Q9GZX7 whole entry, looked up): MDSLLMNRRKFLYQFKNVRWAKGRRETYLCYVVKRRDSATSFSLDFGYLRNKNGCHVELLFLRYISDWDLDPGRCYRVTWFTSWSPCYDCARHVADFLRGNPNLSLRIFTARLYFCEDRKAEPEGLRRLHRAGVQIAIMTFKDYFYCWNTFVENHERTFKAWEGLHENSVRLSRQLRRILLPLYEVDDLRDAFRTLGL
# Active calls of the source: *; ? = inconclusive; [ ] = dose if it differs, or a comment. Calls come from the whole dose curve; as a rule, active = well fitted curve in the direction sought with a large enough effect; inconclusive = small, poorly fitted or top-dose-only effect, or another doubt; inactive = no such curve, though single readings can be large; an effect the other way counts as inactive or inconclusive. % is set by controls: 0 for no effect and ±100 for the full control effect; potency is the fitted concentration of half-maximal effect.
compound | UDG counterscr | AID inhibitor
CCOC(=O)c1c(NC(=O)CSc2nc(-c3ccc(OC)cc3)cc(C(F)(F)F)n2)sc(C)c1C | -3% | 15%
O=C(CN1CCN(c2ncccn2)CC1)N1N=C(c2cc3ccccc3o2)CC1c1ccco1 (stereo not drawn) | -11% | 3%
O=C(c1ccc(-c2ccccc2)cc1)N(Cc1cccs1)C1CC1 | -4% | -22%
Cc1ccccc1NC(NC(=O)c1ccccc1C)C(Cl)(Cl)Cl (stereo not drawn) | -9% | 6%
Cc1cc(C)c(Cn2c3ccccc3c3cnn(CC(=O)NC4CCC(C)CC4)c(=O)c32)c(C)c1 (stereo not drawn) | -23% | ?
CCCNC(=O)C1CCCN(Cc2ccc(C(F)(F)F)cc2)C1 (stereo not drawn) | -16% | -6%
CCCc1nn2c(=O)cc(COC(=O)c3ccccc3NC(=O)C3CCCCC3)nc2s1 | -16% | -1%
COc1cc(C)ccc1OCCSc1nc2ccc(NC(=O)c3ccc4c(c3)OCO4)cc2s1 | -17% | 28%
O=C(NCc1cccnc1)C1CCN(Cc2cc3ccccc3n2Cc2ccccc2)CC1 | -16%[57.5 µM] | ?
COc1ccc(-c2nc(/C=C/C(=O)NC(C)C3CC4CCC3C4)cs2)cc1 (stereo not drawn) | -13% | -4%
Cc1ccc(CCNC(=O)CCS(=O)(=O)c2cc3c(cc2Cl)NC(=O)CO3)cc1 | 11% | 40%[activator]
CC1CCN(C(=O)Cn2cc(SCc3cccc(F)c3)c3ccccc32)CC1 | -9%[57.5 µM] | 21%
CCOc1ccc(OCC)c(NC(=O)c2cc3ccccn3n2)c1 | -19% | -1%
Cc1cccc(N(CC(=O)Nc2cccc(Cl)c2C)S(C)(=O)=O)c1C | -13%[57.5 µM] | -16%[57.5 µM]
CC1CCN(C(=O)COc2ccc(Cl)cc2C(N)=O)CC1 | 2% | -6%
Nc1ccc(/C=C/c2ccc([N+](=O)[O-])cc2)cc1 | 6% | -2%
CCOC(=O)c1cc(-c2ccc(C)cc2)n(CCC(=O)Nc2ccc(C(C)C)cc2)c1C | -27% | ?
COc1ccc(N2CCN(c3ncccc3-c3nc(-c4ccccc4C)no3)CC2)cc1 | 9% | -5%
COc1ccc(N(Cc2cccs2)C(=O)c2ccc(OCC(C)C)cc2)cc1 | -10% | -29%
CCSc1nc2c([nH]c3ccccc32)c(=O)n1-c1ccc(F)cc1 | 1% | 15%
O=C(CSc1nc(-c2ccco2)nc2cc(=O)[nH]n12)Nc1ccccc1Cl | 10% | 2%
CCCC(=O)Nc1ccc(CNCc2c(C)cc(C)cc2C)cc1 | 0% | -5%
CCC(=O)N1CCc2cc(S(=O)(=O)NC(Cc3ccccc3)C(=O)NCc3ccc(C)cc3)ccc21 (stereo not drawn) | 5% | 4%
CCOc1cc(Br)c(/C=C2/NC(=O)NC2=O)cc1OCC | 12% | 17%
CC(O)CNc1nc2c(c(=O)n(C)c(=O)n2C)n1Cc1c(Cl)cccc1Cl (stereo not drawn) | 0% | -10%
O=C(COc1coc(CN2CCCCC2)cc1=O)NCc1ccccc1Cl | 2% | -11%
CCN(CC)C(=O)Cn1c(=O)n(CC2CCC(C(=O)NC)CC2)c(=O)c2sccc21 (stereo not drawn) | 10% | 3%
Cc1c(Cl)cccc1NC(=O)C1CCN(c2nc3ccccc3[nH]2)CC1 | -11% | 9%
CCc1ccc(NC(=O)c2cc(S(=O)(=O)N3CCCC3)ccc2F)cc1 | 2% | 8%
Cc1ccc2c(c1)sc1nc(=O)n(-c3ccc(Cl)cc3)c(=O)n12 | -2% | -15%
Cc1cc(Nc2cccc(Br)c2)n2c(nc3ccccc32)c1C#N | 19% | 67%[activator]
O=C(NCCc1ccc(Cl)cc1)C1(c2cccs2)CCOCC1 | ? | 2%
Cc1ccc(C(=O)c2cn(CC(=O)Nc3ccc(C)cc3Cl)c3nc(C)ccc3c2=O)cc1 | -9% | 7%
COC(=O)c1cc(-c2ccc(OC)c(OC)c2)c2c(=O)[nH]c(=O)n(C)c2n1 | 11% | 18%
O=C(CSc1nccn1C1CCCC1)Nc1cccc(F)c1 | -2% | 13%
O=C(Cn1c(=O)[nH]c2c(-c3ccccc3F)c[nH]c2c1=O)NCc1ccc2c(c1)OCO2 | -3% | -2%
CCn1c(SCC(=O)Nc2cccc(C(=O)O)c2)nnc1-c1cc2ccccc2o1 | 17% | 5%
COc1cc(OC)cc(C(=O)Nc2cc3c(cc2N2CCOCC2)n(C)c(=O)n3C)c1 | 1% | 97%[activator]
Cc1ccc(NC(=O)Nc2nnc(N3CCCC3)s2)cc1C | -6% | -1%
COc1ccc(NC(=O)C2CCCN2S(=O)(=O)c2cccc3cccnc23)cc1OC (stereo not drawn) | 6% | 4%
CC(C)Oc1ccc(CNC(=O)c2ccc(CS(=O)Cc3ccccc3Cl)o2)cc1 (stereo not drawn) | -9% | -17%
CCN(CC)c1ccc(NC(=O)Cn2cc3c(n2)CCCC3)c(C)c1 | 11% | 10%
COc1cccc(C(=O)Nc2c(C(=O)N3CCN(c4ccc(F)cc4)CC3)oc3ccccc23)c1 | -8% | -20%
Cc1ccc(Nc2nnc(-c3ccc(C)c(S(=O)(=O)N4CCCCC4)c3)c3ccccc23)cc1 | ? | -5%
O=C(Nc1ccc2oc(-c3cccc4c(Br)cccc34)nc2c1)c1ccc(Br)cc1 | -7%[57.5 µM] | 13%[57.5 µM]
N#CCCN1CCN(c2ccc(NC(=O)c3ccc(F)cc3)c(C(=O)O)c2)CC1 | -2% | 8%
CCC(C(=O)NCc1ccccc1OC)n1nc(C)n2c(cc3sccc32)c1=O (stereo not drawn) | 11% | ?
CCc1ccc(NC(=O)CCNS(=O)(=O)c2ccc3c(c2)CCCC(=O)N3)cc1 | 15% | 14%
CCC(=O)NCC1(c2ccccc2)CCCCC1 | 3% | 3%
CC(C)Oc1ccc(C(=O)NCC(c2ccc(N(C)C)cc2)N2CCc3ccccc32)cc1 (stereo not drawn) | -29% | ?
CCCn1cc(S(=O)(=O)c2ccc(C)c(C)c2)c(=O)c2cc(F)c(N3CCC(C)CC3)cc21 | -13% | -17%
CC(C)CC(=O)NC(NC(=O)CC(C)C)c1ccccc1F | -8% | -5%
c1ccc2c(CNC3CCCC3)cccc2c1 | 11% | -1%
O=C(N/N=C/c1ccc(OCCCOc2ccccc2Cl)cc1)c1ccccc1 | 6% | -8%
CC(=O)Nc1ccc(C(=O)C(C)Sc2ccc(C(F)(F)F)cn2)cc1 (stereo not drawn) | 4% | 3%
C=C(C)C1CC=C(C(=O)O)CC1 (stereo not drawn) | -1% | -3%

# New compounds follow:
compound | UDG counterscr | AID inhibitor
CCOC(=O)C1CCN(C(=O)c2nn(-c3ccc(OC)cc3)c(=O)c3c2c2ccccc2n3C)CC1 | 4% | 4%
O=C(CSc1cn(Cc2cccc(F)c2)c2ccccc12)N1CCCCC1 | -3% | ?
CC1CC(C)CN(C(=O)c2ccc(Oc3ccccc3)cc2)C1 (stereo not drawn) | -4% | -18%
CCN(c1cccc(C)c1)S(=O)(=O)c1cc(Br)cc2c1N(C(C)=O)C(C)C2 (stereo not drawn) | -4% | ?
CCOc1ccc(-n2c(CC)nc3c(cnn3-c3ccc(Cl)cc3)c2=O)cc1 | -14% | ?
C=CCn1c(SCc2nc3ccccc3o2)nnc1-c1ccc(Cl)cc1 | -4% | -5%
COc1ccc(-n2ncc(C(=O)Nc3ccc(C)cc3Cl)c2C2CCN(C(=O)OC(C)(C)C)CC2)cc1 | 77%[activator] | ?
CCOC(=O)c1ccc(NS(=O)(=O)c2cc(Br)cc3c2N(C(C)=O)C(C)C3)cc1 (stereo not drawn) | -14% | 15%
O=C(NCc1ccco1)c1cc(-c2ccccn2)nc2ccccc12 | 7% | 8%
NCCNC(=O)c1ncsc1-c1cccc(F)c1 | 9% | 13%
COc1ccc(CNC(=O)C2CCCN(S(=O)(=O)N(C)c3ccc(F)cc3)C2)cc1OC (stereo not drawn) | 29% | -16%
O=C(CSc1nc2c([nH]c3ccccc32)c(=O)n1-c1ccc(F)cc1)N1CCc2ccccc21 | -8% | 7%
CC1CCCN(C(=O)CCS(=O)(=O)c2cc3c(cc2Cl)NC(=O)CO3)C1 (stereo not drawn) | 14% | 45%[activator]
O=C(Nc1ccc2c(c1)OCO2)C1CCN(C(=O)c2cc3ccccc3o2)CC1 | -18% | 4%
COc1cc(Cl)c(C)cc1NC(=O)c1cn(CC(C)C)c(=O)c2cc(OC)c(OC)cc12 | 7% | 74%[activator]
Cc1ccc2oc(-c3ccc(C)c(NC(=O)c4ccc5c(c4)OCCO5)c3)nc2c1 | -2% | 20%
Cc1cccc(NS(=O)(=O)c2ccc3c(c2)[C@H]2C=CC[C@H]2[C@@H](c2ccc(F)cc2)N3)c1 | 10% | 75%[activator]
CCc1ccc(S(=O)(=O)c2cnc(SCC(=O)Nc3ccc(OC)cc3OC)[nH]c2=O)cc1 | 46%[activator] | -18%
Cn1cc(/C=C(\NC(=O)c2ccco2)C(=O)N2CCOCC2)c2ccccc21 | 3% | 6%
O=C(CN1CCCc2cc(F)c(F)cc21)Nc1cccc2nsnc12 | 1% | -5%
Cc1cc(=O)n(Cc2ccc(F)cc2Cl)c2c1c(C)nn2C | 4% | -5%
CN(C)S(=O)(=O)c1ccc(NC(=O)COc2ccc3cc(Br)ccc3c2)cc1 | 4% | 0%
COc1cc(CN(C(=S)NCC(=O)NCc2ccc(Cl)cc2)C2CCCC2)cc(OC)c1OC | -7% | -20%
COc1ccc(/C=C2\Oc3cc(OS(C)(=O)=O)ccc3C2=O)c(OC)c1 | -5% | -2%
COc1ccc(S(=O)(=O)CC(=O)c2ccc(F)cc2)cc1 | 2% | 4%
CC(=O)Nc1nonc1-c1nnc(SCC(=O)Nc2c(C)cccc2C)n1-c1ccccc1 | -3% | -8%
COc1cc(OC)c(/C=C2/C(=O)Nc3ccccc32)c(OC)c1 | -3% | -17%
COc1ccccc1Cc1nc2ccccc2nc1SCC(=O)Nc1cccc(Cl)c1C | -1% | -9%
Cc1ccc(NC(=O)CCn2cnc3c2c(=O)n(C)c(=O)n3C)cc1 | -4% | -7%
O=C1CC(c2ccccc2O)Cc2c1cnn2-c1nc2ccccc2[nH]1 (stereo not drawn) | -5% | -1%
COc1cc(CCC(=O)OCc2ccc(Cl)cc2)cc(OC)c1OC | 0% | -11%
O=C(NNC(=O)C1CCCC1)c1ccccc1OCc1ccc(F)cc1 | 11% | 2%
COc1ccc(N2CCN(CCCNC(=O)c3nnc(Cc4ccc(F)cc4)o3)CC2)cc1 | -3% | 2%
CCOC(=O)C(NC(=O)c1cccc(C)c1)C(F)(F)F (stereo not drawn) | -3% | -15%
COCCCNC(=O)C1CCN(C(=O)C2C(C=C(C)C)C2(C)C)CC1 (stereo not drawn) | 8% | 2%
COc1ccc(N=C/C(C(=O)C(F)(F)F)=C(\O)c2cccs2)cc1 | 8% | 5%
CCC(C)(C)C1CCc2c(sc(NC(=O)C3c4ccccc4Oc4ccccc43)c2C(N)=O)C1 (stereo not drawn) | ? | -25%
COc1cccc(CCC(=O)Nc2nc(C)c(C(C)=O)s2)c1OC | 5% | -3%
COc1cccc(-n2nnc(-c3nc(-c4ccccc4F)no3)c2C)c1 | -5% | -2%
c1ccc(CNCC(c2ccccc2)N2CCCC2)cc1 (stereo not drawn) | -5% | -14%
COc1ccc(CCNC(=O)c2ccc(N3C(=O)CCS3(=O)=O)cc2)cc1 | 0% | -5%
Cc1ccc(CNC(=O)CSc2n[nH]c(N)n2)cc1 | 2% | -6%
COc1cccc(CNC(=O)c2cnc3sc(N4CCCC4)nn3c2=O)c1OC | -2% | -1%
CC1=C(C(=O)OC2CCCC2)C(c2ccc(F)cc2F)CC(=O)N1 (stereo not drawn) | 3% | 30%[activator]
COCc1cccc(C(=O)NCc2ccc(C(=O)OC)cc2)c1 | -13% | -13%
Cc1ccc(NC(=O)c2cc3ncccn3n2)cc1C | 8% | 3%
COc1cccc2c1Oc1nc(-c3ccccc3)nc(SCC(=O)N3CCCCC3)c1C2 | -15% | 2%
O=C(OCc1cccc(Cl)c1)c1ccc(O)cc1 | 1% | -7%
Oc1ccc(-c2nc(-c3ccc(Cl)cc3)cs2)cc1 | 10% | 3%
COc1cc(Br)c(/C=N/O)cc1OC | 4% | 2%
Oc1c(C=Nc2ccc(Cl)c(C(F)(F)F)c2)ccc2ccccc12 | -8% | -1%
CCOc1ccccc1NC(=O)N(C)CCc1c(C)nn(CC)c1C | ? | 16%
Cc1cccc(C(=O)N(Cc2ccco2)Cc2ccccc2F)c1 | -13%[57.5 µM] | ?
Cc1ccc(N2CC(c3nnc(Cc4ccc(F)cc4Cl)o3)CC2=O)cc1 (stereo not drawn) | -6% | ?

# 5 compounds drawn at random from those above, as already listed:
compound | UDG counterscr | AID inhibitor
Oc1ccc(-c2nc(-c3ccc(Cl)cc3)cs2)cc1 | 10% | 3%
Oc1c(C=Nc2ccc(Cl)c(C(F)(F)F)c2)ccc2ccccc12 | -8% | -1%
Cc1cccc(C(=O)N(Cc2ccco2)Cc2ccccc2F)c1 | -13%[57.5 µM] | ?
COc1cc(Br)c(/C=N/O)cc1OC | 4% | 2%
CCOc1ccccc1NC(=O)N(C)CCc1c(C)nn(CC)c1C | ? | 16%

# Screening data: PubChem, National Center for Advancing Translational Sciences (NCATS)

# Only part of the results is shown (hit frequency here may not be typical).
